# Assay outcomes from PubChem BioAssay.
# TRPC4 potent: positive allosteric modulators of TRPC4, primary screen, cell-based, mouse TRPC4beta, HEK293 mu-opioid, Fluo-4 calcium. AID 2227, 2009. DAMGO EC20, Fluo-4 Ca2+ flux; active compounds read high. B-score at 10 µM. 310,000 compounds, 0.42% hits. Short transient receptor potential channel 4 (Mus musculus), Q9QUQ5;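 active = B-score of calcium response area above 5 SD of library B-scores, with initial fluorescence ratio within 5 SD of library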;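 note: B-score of integrated fluorescence ratio over time as area under calcium response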
# KCNK3 inh: human KCNK3 channel inhibitors, primary screen, CHO cells, FluxOR thallium flux, B-score; 340,000 compounds, 0.84% hits; FluxOR fluorescence; active compounds read low; Potassium channel subfamily K member 3 (Homo sapiens), O14649; B-score at 10 µM;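 active = B-score under library mean minus 4 SD, starting fluorescence ratio at most library mean plus 5 SD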;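 note: more negative B-score means stronger inhibition of thallium flux through KCNK3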
# KCNK9 inh: KCNK9 potassium channel inhibitors, primary screen, HEK293 cells, thallium flux. Potassium channel subfamily K member 9 (Homo sapiens), Q9NPC2. 310,000 compounds, 1.2% hits. FluxOR thallium flux fluorescence; active compounds read low. AID 488922, 2010. B-score at 10 µM;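 active = ratio B-score over 3 SD below the library mean, with starting fluorescence within 5 SD of its mean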;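 note: negative B-score means less thallium flux so channel inhibition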
# TMEM16A act: TMEM16A chloride channel activators or potentiators, primary screen, cell-based, HTS. Anoctamin-1 (Mus musculus), Q8BHY3. HEK293 TMEM16A/YFP-H148Q/I152L, iodide quench fluorescence; active compounds read low. B-score at 10 µM. 340,000 compounds, 0.3% hits;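 active = fluorescence-ratio B-score plate-corrected deviation score at least 3 library SD below zero, with starting fluorescence score within 5 deviations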;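 note: channel opened by trigger with iodide after compound preincubation; score built on the fluorescence ratio of max minus min over baseline; more negative score means more quench and so TMEM16A activation or potentiation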
# Target sequence (Q8BHY3 whole entry, looked up): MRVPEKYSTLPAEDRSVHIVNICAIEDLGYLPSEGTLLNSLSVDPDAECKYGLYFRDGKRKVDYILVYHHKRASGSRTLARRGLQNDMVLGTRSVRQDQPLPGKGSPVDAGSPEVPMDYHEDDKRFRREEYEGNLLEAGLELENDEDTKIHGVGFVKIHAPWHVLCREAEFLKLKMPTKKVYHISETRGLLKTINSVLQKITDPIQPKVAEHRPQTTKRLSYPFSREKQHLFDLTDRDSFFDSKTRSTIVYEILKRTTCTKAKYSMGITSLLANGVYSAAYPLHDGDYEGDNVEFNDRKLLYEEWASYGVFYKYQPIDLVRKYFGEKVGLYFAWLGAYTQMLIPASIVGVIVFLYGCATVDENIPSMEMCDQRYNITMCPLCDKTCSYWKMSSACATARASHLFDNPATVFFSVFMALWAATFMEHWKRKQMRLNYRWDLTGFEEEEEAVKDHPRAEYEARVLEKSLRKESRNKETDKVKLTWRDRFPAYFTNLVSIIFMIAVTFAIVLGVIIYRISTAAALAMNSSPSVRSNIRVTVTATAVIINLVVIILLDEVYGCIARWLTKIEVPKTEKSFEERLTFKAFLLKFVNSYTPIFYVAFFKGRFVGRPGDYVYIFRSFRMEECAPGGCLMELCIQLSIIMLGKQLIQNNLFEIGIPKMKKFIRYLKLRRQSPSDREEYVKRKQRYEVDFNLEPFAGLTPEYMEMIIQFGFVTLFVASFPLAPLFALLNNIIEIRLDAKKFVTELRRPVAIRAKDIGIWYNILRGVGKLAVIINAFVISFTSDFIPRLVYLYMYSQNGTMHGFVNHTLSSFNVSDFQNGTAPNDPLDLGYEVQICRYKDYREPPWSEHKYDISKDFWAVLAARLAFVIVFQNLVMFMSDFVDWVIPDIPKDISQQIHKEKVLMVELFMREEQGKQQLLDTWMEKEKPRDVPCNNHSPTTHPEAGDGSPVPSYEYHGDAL
# hERG protect: hERG rescue from dofetilide block, primary screen, cell-based, CHO-hERG, FluxOR thallium flux, dofetilide IC70. Voltage-gated inwardly rectifying potassium channel KCNH2 (Homo sapiens), Q12809. dofetilide IC70 present. activation (rescue from dofetilide block), less the hit threshold, % at 10 µM. 310,000 compounds, 0.51% hits;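 active = activation above the mean of controls blocked by dofetilide plus 5 SD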;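 note: thallium influx through hERG after potassium depolarization seen as dye fluorescence rise; in these data hits start at about 4.7%; inactives centre near -7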
# KCNQ1 block: inhibitors of human KCNQ1 channel, primary screen, cell-based, thallium flux, high-throughput; Potassium voltage-gated channel subfamily KQT member 1 (Homo sapiens), P51787; CHO-K1 KCNQ1, FluxOR thallium flux fluorescence; active compounds read high; B-score at 10 µM; 310,000 compounds, 1.3% hits; AID 2642, 2010;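 active = compounds whose thallium flux B-score, printed positive for inhibition, exceeds three library SD while starting fluorescence stays within three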;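 note: channel opened by potassium depolarization with thallium stimulus after 20 min compound exposure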
# TMEM16A inh: TMEM16A chloride channel inhibitors, primary screen, cell-based, HTS | Anoctamin-1 (Mus musculus), Q8BHY3 | HEK293 TMEM16A/YFP iodide influx fluorescence, ionomycin | normalized B-score (activity score, 25-100; higher = stronger inhibition) at 10 µM | 310,000 compounds, 1.2% hits | AID 588511, 2011;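 active = ratio plate-corrected score three or more library SD toward inhibition, starting fluorescence score within five deviations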;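 note: score derived from kinetic fluorescence span divided by baseline fluorescence per well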
# DYRK1A inh: rat Dyrk1A kinase inhibitors, primary screen, biochemical, single point, plate reader. ADP-Glo luminescence, NFATc1 peptide. Dual specificity tyrosine-phosphorylation-regulated kinase 1A (Rattus norvegicus), Q63470. 310,000 compounds, 0.43% hits. inhibition, % at 12.5 µM; in the data active = inhibition above about 50%;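 note: plate controls were vehicle with enzyme for no effect and no enzyme for full effect; many of its hits are not listed in these tables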
# KCNQ1 pot: potentiators or activators of KCNQ1 channel, primary screen, cell-based, thallium flux, high-throughput. B-score at 10 µM. 310,000 compounds, 0.35% hits. CHO-K1 KCNQ1, thallium flux FluxOR fluorescence; active compounds read high. Potassium voltage-gated channel subfamily KQT member 1 (Homo sapiens), P51787;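 active = fluorescence ratio B-score, a plate-corrected score, at least three library SD, with initial intensity B-score within 5 SD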
#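 Doses: Single concentration per compound, DMSO matched to controls | Test system: KCNQ1-transfected CHO-K1 cells | Timing: 90 min dye loading and 20 min compound exposure, both at room temperature | Measured by: Kinetic FluxOR thallium fluorescence, 10-s 1-Hz baseline, 110-s post-stimulus read | Medium: Assay buffer with matched DMSO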
# TRPC4 agonist: activators of mouse TRPC4 channel, primary screen, Fluo4 calcium, HEK293 TRPC4beta/mu-opioid cells. Short transient receptor potential channel 4 (Mus musculus), Q9QUQ5. Fluo4 calcium fluorescence; active compounds read high. B-score at 10 µM. 310,000 compounds, 0.49% hits;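 active = B-score above 5 SD of library B-scores, and initial fluorescence ratio not above library mean plus 5 SD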;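 note: positive B-score marks a calcium rise read as TRPC4 activation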
#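 Incubation: 45 min room-temperature Fluo4 loading, 110 s read / System: HEK293 cells stably co-expressing mouse TRPC4beta and mu-opioid receptor / Signal: Fluo4 fluorescence, kinetic / Control set: buffer (low) and maximal DAMGO (high) / Measure: integrated baseline-normalised fluorescence ratio, converted to per-well B score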
# HDAC3 inh: HDAC3 deacetylase inhibitors, primary screen, biochemical, fluorescence, cell-free homogeneous | Histone deacetylase 3 (Homo sapiens), O15379 | recombinant HDAC3, fluorogenic peptide/trypsin coupled | inhibition, % at 8.3 µM | 320,000 compounds, 0.15% hits | AID 2718, 2010; in the data active = inhibition above about 26%, passing the limit was not always enough; inconclusive = no clear call, values can overlap the other calls
# The depositor's hits bear a star; i = inactive; u = inconclusive; x = not tested or not shown. Only part of the results is shown, so the mix of outcomes need not match the whole.
SMILES,TRPC4 potent,KCNK3 inh,KCNK9 inh,TMEM16A act,hERG protect,KCNQ1 block,TMEM16A inh,DYRK1A inh,KCNQ1 pot,TRPC4 agonist,HDAC3 inh
COc1ccc(NC(=O)C2CCCN(c3nn4c(=O)cc(C)nc4s3)C2)c(OC)c1 (stereo not given),i,i,i,i,-7,i,i,4,i,i,3
COc1ccc(C)cc1S(=O)(=O)Nc1cccc(C)c1,i,i,i,i,-3,i,i,4,i,i,-2
Cc1ccc(C)c(CN2CCC(CNC(=O)CCc3nnc4ccc(N5CCC(C)CC5)nn34)CC2)c1,i,i,i,i,-15,i,i,5,i,i,5
O=C(COc1ccccc1)Nc1nc2cc3c(cc2s1)OCO3,i,i,i,i,-5,i,i,2,i,i,-4
CC(=O)c1ccc(N2CCN(C(=S)Nc3ccc(Oc4ccccc4)cc3)CC2)cc1,i,i,i,i,-30,i,i,2,i,i,6
CN(C)CCCN(Cc1cc2cc3c(cc2[nH]c1=O)OCO3)C(=S)Nc1cccc(Cl)c1,i,i,i,i,-15,i,i,4,i,i,2
CC(Oc1ccc(Cl)cc1Cl)C(=O)NCCCN1CCOCC1 (stereo not given),i,i,i,i,-3,i,i,-3,i,i,-4
COc1nc(Cc2ccc(Cl)cc2)nc2ccccc12,i,i,i,i,-2,i,i,1,i,i,1
O=C(Nc1cc(C(F)(F)F)ccc1N1CCCC1)c1cccnc1,i,i,i,i,-13,i,i,x,i,i,1
COc1ccc(Cn2c(=O)[nH]c3cc(C(=O)N4CCN(c5ccc(OC)cc5)CC4)ccc3c2=O)cc1,i,i,i,i,-7,i,i,-5,i,i,2
CCn1c(CNC(=O)C23CC4CC(CC(C4)C2)C3)nnc1SCC(=O)Nc1nnc(C)s1,i,i,i,i,-8,i,i,-2,i,i,5
CC(C)CCNC(=O)C(c1ccco1)N(C(=O)Cn1nnc2ccccc21)c1ccc2c(c1)OCO2 (stereo not given),i,i,i,i,-5,i,i,4,i,i,1
CCn1cnc2c1c(=O)n(CC(=O)Nc1ccc3c(c1)OC(F)(F)O3)c(=O)n2Cc1ccccc1,i,i,i,i,-10,i,i,21,i,i,7
COc1ccc(/C=C(\C#N)C(=O)Nc2ccc3[nH]c(=O)[nH]c3c2)cc1,i,i,i,i,-6,i,i,x,i,i,-7
C/C(=N\NC(=O)c1cccc2ccccc12)c1cccs1,i,i,i,i,3,i,i,0,i,i,u
Cc1nc(C)n(CC(O)COc2ccc3ccccc3c2)n1 (stereo not given),i,i,i,i,-15,i,i,2,i,i,-5
Cc1ccc(CN2CCN(/N=C/c3cccnc3)CC2)c(C)c1,12*,i,i,i,-9,i,i,1,i,i,1
Cc1ccc(NC(=O)CCC(=O)NNC(=S)Nc2ccccc2)c(C)c1,i,i,i,i,-17,i,i,-9,i,i,2
COc1ccc(Cl)cc1NC(=O)CN1CCC(NC(=O)C2CC2)CC1,i,i,i,i,-4,i,i,7,i,i,-4
CC(C)Oc1ccc(/C=N/NC(N)=S)cc1,i,i,i,i,-11,i,i,-3,i,i,7
CCOc1ccc(-c2nnn(CC(=O)Nc3cccc(OC)c3)n2)cc1OCC,i,i,i,i,-4,i,i,4,i,i,-4
Cc1cc(C)n(CCC(=O)N=Nc2c(O)[nH]c3ccc(Br)cc23)n1,i,i,i,i,-13,i,i,-3,i,i,5
O=C(Cn1c2c(c(=O)n3ncnc13)CCC2)N/N=C/c1ccc(Cl)cc1,i,i,i,i,-5,i,i,1,i,i,1
COc1ccc(C(C)=O)cc1COC(=O)c1c(C)nn(-c2ccccc2)c1C,i,i,i,x,-5,i,i,3,i,i,-5
CN(C)CCCNC(=S)N(CCCN(C)C)Cc1cc2cc3c(cc2[nH]c1=O)OCO3,i,i,i,i,-3,i,i,-8,i,i,-8
O=C(NCc1ccco1)C1CC(c2cccc([N+](=O)[O-])c2)=NO1 (stereo not given),i,i,i,i,-3,i,i,1,i,i,9
CCOc1ccc(NC(=O)c2ccc(N3CC4CC(C3)c3cccc(=O)n3C4)c(NC(=O)c3ccncc3)c2)cc1 (stereo not given),i,i,i,i,-11,i,i,-2,i,i,3
O=C1c2ccccc2C(=O)N1Cc1nn2c(-c3ccc(Cl)cc3)nnc2s1,i,i,i,i,-7,i,25*,1,i,i,1
CC(C)Cc1nc(Cl)c(C#N)c2c1CCCC2,i,i,i,i,-10,i,i,1,i,i,2
Cc1ccc(C)c(OCCC(=O)OCC(=O)N2CCN(S(=O)(=O)c3ccc(Cl)cc3)CC2)c1,i,i,i,i,-12,i,i,-5,i,i,3
CC(=O)Nc1ccc(NCN2C(=O)[C@@H]3[C@H]4CC[C@H](C4)[C@@H]3C2=O)cc1,i,i,i,i,-8,i,i,-1,i,i,4
CC(C)c1ccc(NC2=NCC(=O)N2Cc2cccs2)cc1,i,i,i,i,-4,i,i,-1,i,i,1
CC1(C)CC2(CCO1)N1CC3(C)CN2CC(C)(C1)C3O (stereo not given),i,i,i,i,-10,i,i,-1,i,i,-5
CCCCN(C)/C=N/c1c(C#N)cnn1-c1ccc(C)cc1,i,i,i,i,-9,i,i,8,i,i,0
CNC(=O)c1nc(C)n(-c2ccc(Cl)cc2Cl)n1,i,i,i,i,-1,i,i,-1,i,i,-6
CCc1nnc(SCC(=O)Nc2ccc(N3CCOCC3)cc2)n1C,i,i,i,i,-11,i,i,-2,i,i,0
O=C(Nc1ccccc1)NC1CCS(=O)(=O)C1 (stereo not given),i,i,i,i,-9,i,i,-2,i,i,-3
Cc1cc2c(c(=O)o1)C(C13C=CC(CC1)C3)C(C#N)=C(N)O2 (stereo not given),i,i,i,i,-9,i,i,0,i,i,7
CCOC(=O)c1sc(NC(=O)c2cc(-c3cccc(O)c3)on2)c(C(=O)OCC)c1C,i,i,i,i,-14,i,i,6,i,i,2
COCCNC(=S)NN=C1CCCCCC1,i,i,i,i,-9,i,x,-1,i,i,x
O=C(NNC(=O)c1ccccc1OCc1ccccc1)c1ccccc1F,i,-11*,-9.8*,i,-13,i,i,14,i,i,x
CCOC(=O)Cc1cc(=O)[nH]c(/N=C(\N)Nc2ccc(C)cc2C)n1,i,i,i,i,-9,i,i,6,i,i,-3
Cn1nc(C(F)(F)F)c2cc(C(=O)Nc3ccc(F)cc3)sc21,i,i,i,i,-4,i,i,-8,i,i,-3
CC(C)S(=O)(=O)c1csc(NC(=O)Nc2cccc([N+](=O)[O-])c2)c1Cl,i,i,i,i,-9,i,i,4,i,i,8
COC(=O)c1cc2n(n1)CCCNC2=O,i,i,i,i,0,i,i,-2,i,i,x
Cc1nonc1NC(=O)CSc1nc2ccccc2[nH]1,i,i,i,i,-5,i,i,8,i,i,-1
CC(C)(C)C1COc2ccccc2N1C(=O)c1cccc(Cl)c1 (stereo not given),i,i,i,i,-3,i,i,-3,i,i,-5
O=C1CC(c2cccc(Cl)c2)CC(O)=C1C=Nc1cccc(Cl)c1 (stereo not given),i,i,i,i,-17,i,i,-2,i,i,-3
O=C(CSc1cccc[n+]1[O-])c1ccc(Cl)cc1,i,i,i,i,-10,i,i,10,i,i,3
O=C(/C=C/c1ccccc1)Nc1cc(C(=O)O)cc(C(=O)O)c1,i,i,i,i,-3,i,i,-1,i,i,u
CC(C)(C)C(=O)CSc1nnc(Nc2ccccc2)s1,i,i,i,i,-17,i,i,-5,i,i,3
CCCc1cc2c(c(NC(C)=O)n1)c(=O)oc1ccccc12,i,i,i,i,-12,i,x,-4,i,i,x
COC(=O)CNC(c1ccccc1)c1cc(Br)ccc1N (stereo not given),i,i,i,i,-3,i,i,-5,i,i,-1
CCOC(=O)c1c(NC(=O)CN2C(=O)NC3(CCCC3)C2=O)sc(C)c1CC,i,i,i,i,-9,i,i,x,i,i,12
NC(=O)CC(NC(=O)c1ccccc1)c1ccc(NCCc2ccc(Cl)cc2)c([N+](=O)[O-])c1 (stereo not given),i,i,i,i,-8,i,i,x,i,i,-2
CCCn1c(NC(=O)c2ccc(Br)cc2)nc2ccccc21,i,i,i,i,-7,i,i,4,i,i,-4
O=[N+]([O-])c1ccc2nc(SCc3cn4cccnc4n3)[nH]c2c1,i,i,i,i,-9,i,i,-2,i,i,x
Cc1ccc(C(=O)NCCCNC(=O)COc2ccccc2Cl)cn1,i,i,i,i,-8,i,i,-2,i,i,12

# Taken from above:
# `Cc1ccc(C)c(OCCC(=O)OCC(=O)N2CCN(S(=O)(=O)c3ccc(Cl)cc3)CC2)c1` in HDAC3 inh reads 3
# `COc1ccc(/C=C(\C#N)C(=O)Nc2ccc3[nH]c(=O)[nH]c3c2)cc1` in hERG protect reads -6

# Just TMEM16A act, for five of the compounds above:
canonical_smiles,TMEM16A act
CC(C)S(=O)(=O)c1csc(NC(=O)Nc2cccc([N+](=O)[O-])c2)c1Cl,i
COc1ccc(/C=C(\C#N)C(=O)Nc2ccc3[nH]c(=O)[nH]c3c2)cc1,i
O=C(CSc1cccc[n+]1[O-])c1ccc(Cl)cc1,i
Cc1ccc(C)c(CN2CCC(CNC(=O)CCc3nnc4ccc(N5CCC(C)CC5)nn34)CC2)c1,i
CC(C)CCNC(=O)C(c1ccco1)N(C(=O)Cn1nnc2ccccc21)c1ccc2c(c1)OCO2 (stereo not given),i
